TbMetRS inhib: blocks T. brucei methionyl-tRNA synthetase activity. purified T. brucei MetRS, ATP depletion, Kinase-Glo luminescence. inhibition, % at 11.9 µM. 0.4% of 360,000 active;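 active means inhibition above a per-plate cutoff of the control wells' mean inhibition plus 3 SD, cut at about 5.5% in these data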;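 further: 0% = DMSO wells median and 100% = median of wells with control inhibitor compound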
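System: purified T. brucei MetRS enzyme / Detection: Kinase-Glo luciferase luminescence reporting remaining unconsumed ATP / Medium: HEPES buffer with MgCl2, KCl, DTT, spermine, BSA, pyrophosphatase / Replication: singlicate, one well per compound / Evaluation: percent inhibition relative to median high and low control wells / Schedule: 2 h aminoacylation at 25 °C after 15 min preincubation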
LMPTP block: LMPTP (human) inhibition; recombinant LMPTP-A, OMFP fluorogenic substrate, fluorescence intensity; inhibition, % at 20 µM; 0.22% of 360,000 active; AID 651560;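 active means compounds that cut the enzyme signal by at least half of the control window in the single-dose screen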;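 further: plate controls were DMSO wells with enzyme plus substrate for no effect and substrate without enzyme for full effect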
Target sequence (P24666 whole entry, looked up): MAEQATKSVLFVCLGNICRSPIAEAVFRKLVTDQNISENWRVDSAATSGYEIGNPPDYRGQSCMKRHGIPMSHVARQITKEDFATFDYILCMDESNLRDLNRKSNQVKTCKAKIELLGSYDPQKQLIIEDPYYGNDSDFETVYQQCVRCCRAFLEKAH
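material = LMPTP-A | quantity = 0.625 nM enzyme | reagent = OMFP substrate, 400 µM final | buffer or medium = Bis-Tris pH 6.0, DTT, detergent | detection = endpoint fluorescence intensity from OMFP dephosphorylation | dosing = single 20 µM dose | read-out basis = % inhibition relative to no-enzyme and uninhibited control wells | control set = no-enzyme and uninhibited controls | timing = 50 min at room temperature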
E coli Lon inh: inhibitors of E. coli Lon protease. AID 602123. 0.42% of 360,000 active. purified E. coli Lon protease, fluorescence polarization. inhibition, % at 7.94 µM; in the data active means inhibition above about 13%, passing the limit was not always enough;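 further: 0% = enzyme with probe and DMSO and 100% = no enzyme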
Scp1 inh: Scp-1 (human) phosphatase inhibition; Q9GZU7; Recombinant Scp1, phosphopeptide, malachite green phosphate absorbance; inhibition, % at 20 µM; 0.88% of 340,000 active;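 active means inhibition above about 50% at 20 µM, limit read from the data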;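 further: plate controls were DMSO wells with enzyme for no effect and wells lacking enzyme for full effect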
Target sequence (Q9GZU7 76-261 limits assumed): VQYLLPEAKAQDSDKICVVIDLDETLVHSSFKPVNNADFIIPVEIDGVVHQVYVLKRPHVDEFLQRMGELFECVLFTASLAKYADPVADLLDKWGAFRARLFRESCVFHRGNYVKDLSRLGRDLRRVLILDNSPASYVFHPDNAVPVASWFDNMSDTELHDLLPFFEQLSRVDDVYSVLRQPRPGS
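System: SCP-1 catalytic domain; Reagent: Phospho 17-mer peptide substrate; Doses: one concentration, 20 µM, with 1.0% DMSO; Incubation: 45 min room-temperature reaction, 5 min colour, 30 min stabiliser; Signal: Phosphate-binding colour reagent, absorbance read at 630 nm.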
bovine MsrA act: activates bovine MsrA enzyme | AID 602163 | purified bovine MsrA, absorbance read-out | 0.3% of 360,000 active | activation, % at 10.6 µM; in the data active means activation above about 7.5%;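 further: 0% = vehicle and 100% = reference activator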
MsrA inhibitor: inhibits bovine methionine sulfoxide reductase A; inhibition, % at 15.5 µM; purified bovine MsrA, absorbance read-out; AID 651718; 0.75% of 360,000 active; in the data active means inhibition above about 4.5%;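 further: 0% = vehicle wells with enzyme and 100% = reference inhibitor wells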
NRP1-CendR mod: alters CendR peptide binding to human NRP-1; FAM-RPARPAR peptide binding to NRP-1, fluorescence polarization; inhibition, % at 25 µM; 0.85% of 360,000 active; AID 602438;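 active means inhibition or corrected inhibition above about 18%, plus a signal ratio from 0.5 to 1.5, limit read from the data, passing the limit was not always enough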; further: strong numbers were not always called active
SUMO1 PPI mod: alters human SUMO1 binding to SIM partners; SUMO1 binding to a labelled peptide, TR-FRET, 1 h; inhibition, % at 20 µM; 0.33% of 360,000 active; in the data active means inhibition above about 37%
Target sequence (P63165 whole entry, looked up): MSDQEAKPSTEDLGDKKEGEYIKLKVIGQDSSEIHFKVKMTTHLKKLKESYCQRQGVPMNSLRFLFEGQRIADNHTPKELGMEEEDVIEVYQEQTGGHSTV
STEP block: STEP (human) phosphatase inhibition; P54829; recombinant STEP, OMFP fluorogenic substrate, fluorescence; inhibition, % at 20 µM; 0.25% of 360,000 active;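 active means inhibition at 20 µM, scaled per plate between control wells, above about 37%, limit read from the data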;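 further: 0% = DMSO with enzyme and substrate and 100% = substrate only without enzyme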
Target sequence (P54829 whole entry, looked up): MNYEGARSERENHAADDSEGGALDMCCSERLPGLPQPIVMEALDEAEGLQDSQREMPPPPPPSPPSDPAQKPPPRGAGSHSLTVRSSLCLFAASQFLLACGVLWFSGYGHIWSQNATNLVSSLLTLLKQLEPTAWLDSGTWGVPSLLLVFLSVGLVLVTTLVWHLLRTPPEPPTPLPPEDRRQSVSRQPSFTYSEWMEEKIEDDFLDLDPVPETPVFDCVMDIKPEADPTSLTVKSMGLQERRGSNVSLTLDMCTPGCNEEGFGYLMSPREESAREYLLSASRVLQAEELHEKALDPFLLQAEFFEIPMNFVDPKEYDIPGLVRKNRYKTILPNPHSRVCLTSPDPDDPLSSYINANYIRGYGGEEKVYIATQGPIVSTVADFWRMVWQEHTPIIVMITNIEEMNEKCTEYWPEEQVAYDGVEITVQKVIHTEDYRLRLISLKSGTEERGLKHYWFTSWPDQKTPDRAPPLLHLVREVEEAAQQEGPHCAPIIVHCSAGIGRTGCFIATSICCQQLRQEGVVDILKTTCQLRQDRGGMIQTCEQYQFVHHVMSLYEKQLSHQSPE
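Assay system: isolated STEP enzyme / Timing: 20 min at room temperature, dark / Doses: 20 µM, 1% DMSO / Technique: fluorescence intensity, excitation 480 nm, emission 540 nm / Reagent: fluorogenic phosphatase substrate OMFP at 25 µM final / Measure: percent inhibition scaled to no-enzyme and uninhibited-enzyme controls, plate-pattern corrected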
DNMT1 inh: DNMT1 (human) enzyme inhibition. P26358. DNMT1 molecular beacon, Hinp1I cleavage, fluorescence. inhibition (reported as % activation of signal), % at 10 µM. 0.83% of 360,000 active; in the data active means inhibition above about 50%
The depositor's hits bear a star.

What do the screens show for `CCOCCCNC(=S)N1C2CCC1CC(NC(=O)NC1CCCCC1)C2` (centres undefined)?
TbMetRS inhib: -0.1; LMPTP block: -0.6; E coli Lon inh: -5.0; Scp1 inh: -3.8; bovine MsrA act: -2.6; MsrA inhibitor: -0.3; NRP1-CendR mod: -11.6; SUMO1 PPI mod: 1.0; STEP block: 11.9; DNMT1 inh: 1.1

What do the screens show for `O=C(C1CCN(Cc2ccc(F)cc2)CC1)N(CCO)Cc1ccccc1`?
TbMetRS inhib: -0.4; LMPTP block: -0.9; E coli Lon inh: -4.8; Scp1 inh: 1.4; bovine MsrA act: -3.0; MsrA inhibitor: -0.3; NRP1-CendR mod: 5.9; SUMO1 PPI mod: 1.2; STEP block: 2.9; DNMT1 inh: -0.8

How did Cc1ccc(-c2c(C#N)c(N)nc3c2CCCCCC3)o1 do in these assays?
TbMetRS inhib: -0.5; LMPTP block: 2.7; E coli Lon inh: -6.3; Scp1 inh: -2.6; bovine MsrA act: -2.0; MsrA inhibitor: 0.5; NRP1-CendR mod: -12.6; SUMO1 PPI mod: -8.3; STEP block: 0.2; DNMT1 inh: -3.1

Results for Cc1ccc2c(c1)CCCO[C@]21O[C@H](CCO)C[C@H](O)[C@H]1O ?
TbMetRS inhib: -0.5; LMPTP block: -2.1; E coli Lon inh: -8.0; bovine MsrA act: -2.3; MsrA inhibitor: 0.1; NRP1-CendR mod: 10.6; SUMO1 PPI mod: 3.7; STEP block: 0.2; DNMT1 inh: -1.5

What do the screens show for `Clc1ccc(CSc2nnc(/C=C/c3ccccc3)o2)cc1`?
TbMetRS inhib: -1.0; LMPTP block: 3.3; E coli Lon inh: -6.9; Scp1 inh: -4.2; bovine MsrA act: -1.4; MsrA inhibitor: 0.2; NRP1-CendR mod: 8.3; SUMO1 PPI mod: -4.4; STEP block: 3.9; DNMT1 inh: -8.4

Results for Cc1ccc(S(=O)(=O)N2CCN(C(=O)c3cc(=O)[nH]c4ccccc34)CC2)c(C)c1 ?
TbMetRS inhib: -0.6; LMPTP block: -0.4; E coli Lon inh: 1.1; Scp1 inh: 5.0; bovine MsrA act: -8.3; MsrA inhibitor: 0.7; NRP1-CendR mod: 5.3; SUMO1 PPI mod: 0.7; STEP block: 1.9; DNMT1 inh: -1.6

Results for CCn1cnc2c1c(=O)n(Cc1cccc([N+](=O)[O-])c1)c(=O)n2Cc1ccccc1 ?
TbMetRS inhib: 0.8; LMPTP block: 0.9; E coli Lon inh: 0.5; Scp1 inh: -8.1; bovine MsrA act: -2.7; MsrA inhibitor: -1.1; NRP1-CendR mod: 0.3; SUMO1 PPI mod: -13.8; STEP block: 1.6; DNMT1 inh: -2.9

What do the screens show for `CC(=O)c1ccccc1NC(=O)c1ccc2c(c1)NC(=O)C(C)S2` (centres undefined)?
TbMetRS inhib: -0.6; LMPTP block: 1.0; E coli Lon inh: 4.9; Scp1 inh: -6.9; bovine MsrA act: -5.4; MsrA inhibitor: 1.1; NRP1-CendR mod: -2.4; SUMO1 PPI mod: 6.9; STEP block: 0.2; DNMT1 inh: -6.7

What do the screens show for `COc1ccc(NC(=O)CNCCC2=CCCCC2)cc1`?
TbMetRS inhib: 0.1; LMPTP block: 0.5; E coli Lon inh: -14.6; Scp1 inh: -1.1; bovine MsrA act: -4.6; MsrA inhibitor: -0.2; NRP1-CendR mod: 1.0; SUMO1 PPI mod: -4.1; STEP block: -0.2; DNMT1 inh: -1.0

How did COc1ccc(OCCn2c(NC(=O)c3ccco3)nc3ccccc32)cc1 do in these assays?
TbMetRS inhib: 0.2; LMPTP block: -0.4; E coli Lon inh: -0.3; Scp1 inh: 7.1; bovine MsrA act: -1.7; MsrA inhibitor: 1.9; NRP1-CendR mod: 2.9; SUMO1 PPI mod: -0.8; STEP block: 1.1; DNMT1 inh: -7.8

Next part; the last two above are carried over.
What do the screens show for `COc1ccc(NC(=O)CNCCC2=CCCCC2)cc1`?
TbMetRS inhib: 0.1; LMPTP block: 0.5; E coli Lon inh: -14.6; Scp1 inh: -1.1; bovine MsrA act: -4.6; MsrA inhibitor: -0.2; NRP1-CendR mod: 1.0; SUMO1 PPI mod: -4.1; STEP block: -0.2; DNMT1 inh: -1.0

How did COc1ccc(OCCn2c(NC(=O)c3ccco3)nc3ccccc32)cc1 do in these assays?
TbMetRS inhib: 0.2; LMPTP block: -0.4; E coli Lon inh: -0.3; Scp1 inh: 7.1; bovine MsrA act: -1.7; MsrA inhibitor: 1.9; NRP1-CendR mod: 2.9; SUMO1 PPI mod: -0.8; STEP block: 1.1; DNMT1 inh: -7.8

How did Cc1ccccc1-c1noc(CCC(=O)NCc2ccco2)n1 do in these assays?
TbMetRS inhib: 0.2; LMPTP block: 0.9; E coli Lon inh: -5.8; Scp1 inh: -7.3; bovine MsrA act: 11.9*; MsrA inhibitor: -1.3; NRP1-CendR mod: -18.7; SUMO1 PPI mod: -1.8; STEP block: -1.0; DNMT1 inh: -12.9

Results for CC(=O)Nc1ccc2[nH]c(C)c(CC=C(Cl)Cl)c(=O)c2c1 ?
TbMetRS inhib: 0.5; LMPTP block: -0.2; E coli Lon inh: -2.1; Scp1 inh: 8.1; bovine MsrA act: -1.2; MsrA inhibitor: 1.7; NRP1-CendR mod: -9.5; SUMO1 PPI mod: 2.7; STEP block: 0.3; DNMT1 inh: -2.5

How did CSc1ccc(Cl)c(C(=O)NCc2ccco2)c1 do in these assays?
TbMetRS inhib: -1.9; LMPTP block: -0.9; E coli Lon inh: 3.0; Scp1 inh: -3.1; bovine MsrA act: -2.3; MsrA inhibitor: -1.3; NRP1-CendR mod: -1.3; SUMO1 PPI mod: 1.8; STEP block: -2.0; DNMT1 inh: -0.2

What do the screens show for `COC(=O)c1ccc(CCc2cc(O)c(Br)cc2O)cc1`?
TbMetRS inhib: -0.3; LMPTP block: 1.5; E coli Lon inh: 11.3; Scp1 inh: -16.2; bovine MsrA act: -4.1; MsrA inhibitor: -0.3; NRP1-CendR mod: -14.1; SUMO1 PPI mod: 2.0; STEP block: -0.8; DNMT1 inh: -10.5

What do the screens show for `CC1(C)Cc2c(c(=S)nc(-c3ccccc3)n2CCOCCO)CO1`?
TbMetRS inhib: -0.3; LMPTP block: -2.5; E coli Lon inh: 6.4; Scp1 inh: -0.3; bovine MsrA act: 1.0; MsrA inhibitor: 0.6; NRP1-CendR mod: 7.4; SUMO1 PPI mod: -6.9; STEP block: -0.6; DNMT1 inh: 0.6

How did CC(=O)N1CCN=C1SCc1ccccc1Cl do in these assays?
TbMetRS inhib: -0.3; LMPTP block: -2.4; E coli Lon inh: -3.0; Scp1 inh: 3.0; bovine MsrA act: -1.4; MsrA inhibitor: -0.7; NRP1-CendR mod: 9.1; SUMO1 PPI mod: -1.1; STEP block: -2.7; DNMT1 inh: 1.5

What do the screens show for `Clc1ccc(C=NC23CN4CN(CN(C4)C2)C3)cc1`?
TbMetRS inhib: -2.0; LMPTP block: -4.1; E coli Lon inh: -25.6; Scp1 inh: -1.8; bovine MsrA act: -11.6; MsrA inhibitor: -0.3; NRP1-CendR mod: 2.6; SUMO1 PPI mod: -0.9; STEP block: -0.7; DNMT1 inh: 5.8

What do the screens show for `CCC(=O)n1nc(-c2cccnc2)nc1NCc1ccc(OC)cc1`?
TbMetRS inhib: -1.2; LMPTP block: -0.5; E coli Lon inh: -0.8; Scp1 inh: 2.9; bovine MsrA act: -7.9; MsrA inhibitor: -0.5; NRP1-CendR mod: -6.9; SUMO1 PPI mod: 2.2; STEP block: -2.2; DNMT1 inh: -1.7

What do the screens show for `Cc1cccc(N2C(=O)C(Oc3ccc(Cl)cc3Cl)C2C(=O)O)c1C` (centres undefined)?
TbMetRS inhib: 0.0; LMPTP block: -1.3; E coli Lon inh: -8.1; Scp1 inh: -10.1; bovine MsrA act: -3.9; MsrA inhibitor: 1.0; NRP1-CendR mod: -3.1; SUMO1 PPI mod: -1.3; STEP block: -3.4; DNMT1 inh: -2.0

How did Cc1ccccc1Cn1cc(NC(=O)c2nn(C)cc2Cl)cn1 do in these assays?
TbMetRS inhib: 0.3; LMPTP block: 2.0; E coli Lon inh: 9.4; Scp1 inh: -2.5; bovine MsrA act: -4.0; MsrA inhibitor: 0.6; NRP1-CendR mod: -6.7; SUMO1 PPI mod: 2.4; STEP block: 0.7; DNMT1 inh: -4.2

Results for CCN1CCN(c2nc3c(c(=O)[nH]c(=O)n3C)n2Cc2cccc(C)c2)CC1 ?
TbMetRS inhib: 0.0; LMPTP block: -3.0; E coli Lon inh: 7.5; bovine MsrA act: -1.7; MsrA inhibitor: 0.9; NRP1-CendR mod: 5.8; SUMO1 PPI mod: -1.3; STEP block: -3.3; DNMT1 inh: 0.7

How did CN(C)CCN(C)Cc1c2ccccc2c(CN(C)CCN(C)C)c2ccccc12 do in these assays?
TbMetRS inhib: 0.2; LMPTP block: -3.4; E coli Lon inh: 124.9*; Scp1 inh: 6.2; bovine MsrA act: -12.3; MsrA inhibitor: 1.2; NRP1-CendR mod: 43.6; SUMO1 PPI mod: -31.8; STEP block: -2.6; DNMT1 inh: 10.0

How did O=[N+]([O-])c1ccc(S(=O)(=O)NN=Cc2ccc(Cl)c(Cl)c2)cc1 do in these assays?
TbMetRS inhib: -0.2; LMPTP block: -1.5; E coli Lon inh: -11.7; Scp1 inh: -12.4; bovine MsrA act: -0.8; MsrA inhibitor: -0.4; NRP1-CendR mod: 4.9; SUMO1 PPI mod: -22.7; STEP block: -1.2; DNMT1 inh: -3.2

Results for Cc1ccc(NC(=O)Cc2noc3ccccc23)nc1 ?
TbMetRS inhib: -0.1; LMPTP block: -1.0; E coli Lon inh: 1.7; Scp1 inh: -2.7; bovine MsrA act: -5.0; MsrA inhibitor: -1.3; NRP1-CendR mod: 2.9; SUMO1 PPI mod: 1.8; STEP block: -2.7; DNMT1 inh: 5.5

How did Cc1cc(Nc2ccc3c(c2)OCCO3)c2cccc(C)c2n1 do in these assays?
TbMetRS inhib: 1.0; LMPTP block: 1.7; E coli Lon inh: -5.7; Scp1 inh: -6.3; bovine MsrA act: -4.9; MsrA inhibitor: 2.0; NRP1-CendR mod: -8.9; SUMO1 PPI mod: -2.6; STEP block: -0.2; DNMT1 inh: 19.4

How did CCC(C)(C)NC(=O)C(c1cccc(OC)c1OC)N(Cc1ccccc1)C(=O)CCC(=O)Nc1cc(C)on1 (centres undefined) do in these assays?
TbMetRS inhib: -0.2; LMPTP block: 0.5; E coli Lon inh: 3.8; Scp1 inh: -4.7; bovine MsrA act: -0.3; MsrA inhibitor: -1.4; NRP1-CendR mod: 9.8; SUMO1 PPI mod: 21.0; STEP block: -1.6; DNMT1 inh: 2.9

Results for COc1ccc(N2CC(NS(=O)(=O)c3cccs3)CC2=O)cc1 (centres undefined) ?
TbMetRS inhib: -0.4; LMPTP block: -1.5; E coli Lon inh: -0.3; Scp1 inh: -6.9; bovine MsrA act: -1.9; MsrA inhibitor: 1.2; NRP1-CendR mod: 1.1; SUMO1 PPI mod: -0.8; STEP block: -3.8; DNMT1 inh: 0.6

Screens: PubChem BioAssay, several laboratories
